NadD inh: inhibitors of Staphylococcus aureus NadD. purified NadD enzyme, colorimetric absorbance read-out. inhibition, % at 20 µM. actives 0.78% (n = 360,000). AID 602399; in the data active = inhibition above about 26%; also: some compounds past the cut are filed as inactive
SKN-1 block: blocks SKN-1 activity in C. elegans | C. elegans VP596 Pgst-4::GFP/RFP ratio, acrylamide-induced, 24 h | inhibition, % at 21.8 µM | actives 0.49% (n = 360,000) | AID 624304;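 active = interference check ratio from 0.5 to 1.5 plus GFP to RFP signal ratio inhibition reaching or exceeding a fixed threshold, cut at about 30% in these data, passing the limit was not always enough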; also: some compounds called inactive have numbers as strong as hits
TbMetRS inhib: Trypanosoma brucei MetRS inhibition | AID 624268 | inhibition, % at 11.9 µM | actives 0.4% (n = 360,000) | purified T. brucei MetRS, ATP depletion, Kinase-Glo luminescence;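 active = inhibition above a per-plate cutoff of the control wells' mean inhibition plus 3 SD, cut at about 5.5% in these data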;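 also: 0% = DMSO wells median and 100% = median of wells with control inhibitor compound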
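technique = Kinase-Glo luminescence, ATP depletion format | system = purified MetRS (methionyl-tRNA synthetase) enzyme from Trypanosoma brucei | timing = 15 min preincubation, 2 h reaction, all 25 °C | evaluation = percent inhibition versus plate control medians | dosing = single dose, 11.9 µM final nominal, 0.9% final DMSO | also added = substrates ATP, L-methionine and bulk Escherichia coli tRNA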
Scp1 inh: blocks human Scp-1 phosphatase activity. Recombinant Scp1, phosphopeptide, malachite green phosphate absorbance. inhibition, % at 20 µM. actives 0.88% (n = 340,000). AID 493091;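 active = inhibition above about 50% at 20 µM, limit read from the data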;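 also: plate controls were DMSO wells with enzyme for no effect and wells lacking enzyme for full effect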
Target sequence (Q9GZU7 76-261 limits assumed): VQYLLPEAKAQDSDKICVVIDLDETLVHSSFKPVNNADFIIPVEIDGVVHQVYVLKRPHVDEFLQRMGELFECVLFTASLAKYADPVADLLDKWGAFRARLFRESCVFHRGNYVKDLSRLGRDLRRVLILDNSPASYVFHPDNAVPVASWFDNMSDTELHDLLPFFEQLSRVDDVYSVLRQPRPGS
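Test system – truncated SCP-1 phosphatase (76-261aa) · Reagent – Phosphorylated 17-residue peptide substrate · Incubation – 45 min room-temperature reaction, 5 min colour, 30 min stabiliser · Detection – colorimetric phosphate reagent with accelerator and stabiliser, absorbance at 630 nm · Measure – % inhibition at 20 µM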
DNMT1 block: blocks human DNA methyltransferase DNMT1 | P26358 | DNMT1 molecular beacon, Hinp1I cleavage, fluorescence | inhibition (reported as % activation of signal), % at 10 µM | actives 0.83% (n = 360,000) | AID 588458; in the data active = inhibition above about 50%
STEP inh: inhibitors of human striatal-enriched phosphatase STEP; P54829; recombinant STEP, OMFP fluorogenic substrate, fluorescence; inhibition, % at 20 µM; actives 0.25% (n = 360,000); AID 588621;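 active = inhibition at 20 µM, scaled per plate between control wells, above about 37%, limit read from the data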;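 also: 0% = DMSO with enzyme and substrate and 100% = substrate only without enzyme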
Target sequence (P54829 whole entry, looked up): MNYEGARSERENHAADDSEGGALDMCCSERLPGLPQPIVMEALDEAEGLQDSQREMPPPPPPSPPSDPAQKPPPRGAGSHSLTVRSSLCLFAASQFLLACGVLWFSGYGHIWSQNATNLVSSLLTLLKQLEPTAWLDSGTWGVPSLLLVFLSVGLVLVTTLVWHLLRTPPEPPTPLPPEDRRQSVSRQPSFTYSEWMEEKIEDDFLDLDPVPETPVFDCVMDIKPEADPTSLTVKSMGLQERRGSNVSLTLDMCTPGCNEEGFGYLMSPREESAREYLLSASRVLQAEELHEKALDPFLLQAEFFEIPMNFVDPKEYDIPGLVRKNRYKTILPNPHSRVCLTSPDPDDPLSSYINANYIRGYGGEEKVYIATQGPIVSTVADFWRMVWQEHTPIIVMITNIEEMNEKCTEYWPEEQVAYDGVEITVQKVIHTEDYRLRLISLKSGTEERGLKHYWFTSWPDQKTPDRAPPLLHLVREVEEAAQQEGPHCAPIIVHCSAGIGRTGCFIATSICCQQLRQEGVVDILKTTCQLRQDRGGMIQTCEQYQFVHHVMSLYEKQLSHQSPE
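Measure: Control-normalized % inhibition with plate pattern correction | Test system: STEP phosphatase, cell-free reaction | Medium: pH 6.0 Bis-Tris with DTT and Tween 20 | Technique: Fluorescence, 480/540 nm | Times: Reaction 20 min, ambient temperature | Doses: Single compound dose of 20 µM, 1% DMSO final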
LMPTP block: blocks human LMPTP phosphatase; P24666; recombinant LMPTP-A, OMFP fluorogenic substrate, fluorescence intensity; inhibition, % at 20 µM; actives 0.22% (n = 360,000); AID 651560;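 active = compounds that cut the enzyme signal by at least half of the control window in the single-dose screen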;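 also: plate controls were DMSO wells with enzyme plus substrate for no effect and substrate without enzyme for full effect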
Target sequence (P24666 whole entry, looked up): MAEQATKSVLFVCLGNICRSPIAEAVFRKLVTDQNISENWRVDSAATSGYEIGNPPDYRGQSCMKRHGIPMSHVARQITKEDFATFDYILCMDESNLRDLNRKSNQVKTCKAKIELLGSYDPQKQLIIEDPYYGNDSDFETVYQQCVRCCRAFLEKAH
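Test system: LMPTP-A, protein tyrosine phosphatase of low molecular weight; Input: 0.625 nM enzyme; Incubation: 50 min dark incubation at room temperature; Signal: endpoint fluorescence intensity from OMFP dephosphorylation; Read-out basis: % inhibition versus control wells.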
NRP1-CendR mod: alters CendR peptide binding to human NRP-1 | O14786 | FAM-RPARPAR peptide binding to NRP-1, fluorescence polarization | inhibition, % at 25 µM | actives 0.85% (n = 360,000);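 active = inhibition or corrected inhibition above about 18%, plus a signal ratio from 0.5 to 1.5, limit read from the data, passing the limit was not always enough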; also: strong numbers were not always called active
SUMO1-SIM PPI: alters human SUMO1 binding to SIM partners; SUMO1 binding to a labelled peptide, TR-FRET, 1 h; P63165; inhibition, % at 20 µM; actives 0.33% (n = 360,000); in the data active = inhibition above about 37%
Target sequence (P63165 whole entry, looked up): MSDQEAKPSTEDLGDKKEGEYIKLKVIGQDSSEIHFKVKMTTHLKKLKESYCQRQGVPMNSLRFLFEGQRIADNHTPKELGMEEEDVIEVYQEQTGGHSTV
Neddyl block: inhibitors of human cullin neddylation | P61081+Q13564 | TR-FRET cullin neddylation, biochemical | calls only at 25 µM | actives 0.58% (n = 360,000); in the data active = inhibition above about 36%
Starred values were filed as active, the others as inactive; i = inactive; · = no result given.

SMILES	NadD inh	SKN-1 block	TbMetRS inhib	Scp1 inh	DNMT1 block	STEP inh	LMPTP block	NRP1-CendR mod	SUMO1-SIM PPI	Neddyl block
CCCCCCCCCn1c2c(c(=N)c3c1CCC3)CCC2	1	-13	0.9	17	18	6	4.8	1	-1	i
O=C(COC(=O)c1ccc(F)c(S(=O)(=O)N2CCOCC2)c1)NCc1ccc(Cl)cc1	-6	-8	-0.2	-5	-1	0	0.3	3	2	i
CCCCn1c(N)c(N(CC(C)C)C(=O)c2ccc(-c3ccc(C(C)=O)cc3)o2)c(=O)[nH]c1=O	5	7	-0.5	-6	-1	-1	0.2	-16	-24	i
CC(Cl)=CCn1c(NCCc2ccccc2)nc2c1c(=O)n(C)c(=O)n2C	1	-8	-2.8	·	0	3	-0.6	-12	-14	i
COc1ccc(-c2cc(NC=O)c3ncc(-c4cnn(C)c4)n3c2)cc1	10	-2	-0.2	·	-3	-3	-0.3	-62	-19	i
Cc1cc(C)c(C#N)c(SCc2ccccc2F)n1	-4	13	-0.2	1	1	1	-0.1	0	-1	i
O=C(c1ccccc1Oc1ccc([N+](=O)[O-])cc1)N1CCOCC1	0	3	-0.3	-2	-1	2	-1.5	10	-15	i
CCN(CC)CCOC(=O)C1(c2ccc([N+](=O)[O-])cc2)CCCC1	0	-1	0.3	-9	2	-2	-1.9	-6	-15	i
Cc1nnsc1NC(=O)OCc1ccccc1Cl	-7	6	-0.8	-10	-3	0	-0.3	-3	0	i
C=C1CC(Cn2cc(Br)c(=O)[nH]c2=O)(c2ccc(-c3ccccc3)cc2)OC1=O (centres undefined)	9	6	-0.5	-2	-9	2	0.7	3	-5	i
CCOC(=O)c1cc(C(C)=O)c(=O)[nH]c1C	2	-3	-0.7	2	0	3	-0.7	13	2	i
Cc1ccccc1N(CC(=O)N1CCc2ccccc2C1)S(C)(=O)=O	1	12	-0.9	-4	0	-3	-0.5	10	4	i
CC(C)C(=O)N1CCN(c2ccc(NC(=O)c3ccc(Br)o3)cc2)CC1	6	9	-0.2	-5	1	6	0.1	-5	0	i
CC(=O)Oc1ccc(-c2cccc(C(=O)OCC(=O)N(C)c3ccccc3)c2)cc1	-1	2	0.4	-11	-5	-4	1.7	-12	2	i
Cc1ccc(-n2c(Cc3cccn3C)nnc2SCC(=O)Nc2ccc3c(c2)OCO3)cc1	-1	-37	0.1	-6	-9	0	1.9	-5	-1	i
COc1ccc(C(=O)NC2CC2)cc1OC1CCN(Cc2cnn(C)c2C)CC1	-3	-3	-0.2	-13	2	-1	0.4	18	-1	i
CCOC(=O)c1c(N)nn(C(=O)C(C)C)c1-c1ccccc1	-12	6	-0.6	1	-5	-7	-1.0	22*	-3	i
CCCCCCCCNC(=O)c1cccnc1SCC(=O)Nc1ccc(OC)cc1OC	13	2	-0.3	-4	9	-2	2.4	-3	-5	i
O=S(=O)(Cc1ccccc1)CS(=O)(=O)Cc1ccccc1	-1	5	-0.4	16	1	5	20	-7	4	i
Cc1ccc(C(=O)CN(C(=O)c2ccc(Cl)c(Cl)c2)N2C(=O)C3C4C=CC(C4)C3C2=O)cc1 (centres undefined)	3	13	0.0	-7	-2	0	1.8	-5	2	i
CCCCCc1n[nH]c2c1CCCC2	3	9	-0.4	-5	2	-2	-0.5	4	5	i
Cc1ccc(OCCC(=O)Nc2ccc(S(=O)(=O)Nc3cc(C)nc(C)n3)cc2)cc1	1	0	-0.3	-7	-2	-2	-0.2	6	6	i
O=C(O)CCCC(=O)NNc1nc(-c2ccccc2)c2cc(Cl)ccc2n1	3	1	-1.2	-4	-1	-1	-0.5	9	-7	i
COCCS(=O)(=O)N(Cc1ccc(Br)cc1)[C@@H](C)C(=O)OC	-5	-5	0.9	4	-4	0	0.0	-10	-8	i
CCOC(=O)COc1ccc(Br)cc1/C=C/c1[nH]c(=O)[nH]c(=O)c1[N+](=O)[O-]	1	12	1.1	-1	17	4	-1.3	-87	24	i
CN1CCN(S(=O)(=O)c2ccc3c(c2)CC(=O)N3C)CC1	4	3	0.1	-5	-4	-1	-3.2	4	-3	i
CCOc1ccc2[nH]c(=O)c(CN(Cc3ccco3)C(=O)c3cccc(F)c3)cc2c1	1	4	-1.3	0	-1	-10	-0.3	-4	3	i
C[C@H]1CN(c2ccccc2)C(=O)[C@@H]1CC(=O)Nc1ccccc1	1	4	-0.1	·	5	-4	-1.0	-4	0	i
CC(C)(C)c1ccc(S(=O)(=O)NC(=O)C2(C)CCN2C(=O)C2CC2)cc1 (centres undefined)	2	26	-0.1	·	0	-2	0.0	7	2	i
O=C(Oc1ccccc1N1C(=O)C2CC=CCC2C1=O)c1ccc(Br)cc1 (centres undefined)	-3	12	-0.1	8	-4	0	0.6	-17	1	i

Single entries from above:
O=C(Oc1ccccc1N1C(=O)C2CC=CCC2C1=O)c1ccc(Br)cc1 (centres undefined) in Scp1 inh shows 8
Cc1ccc(OCCC(=O)Nc2ccc(S(=O)(=O)Nc3cc(C)nc(C)n3)cc2)cc1 in STEP inh shows -2
CCCCCc1n[nH]c2c1CCCC2 in SKN-1 block shows 9
COCCS(=O)(=O)N(Cc1ccc(Br)cc1)[C@@H](C)C(=O)OC in TbMetRS inhib shows 0.9

Continued.
SMILES	NadD inh	SKN-1 block	TbMetRS inhib	Scp1 inh	DNMT1 block	STEP inh	LMPTP block	NRP1-CendR mod	SUMO1-SIM PPI	Neddyl block
Cc1ccc(/C=C/S(=O)(=O)NCC(=O)OCC(=O)Nc2c(F)cccc2F)cc1	-2	1	-0.5	24	3	0	-0.6	-3	0	i
O=C(NCc1nc2ccccc2[nH]1)C1=C[C@H](C2CC2)C[C@H](OCCCCO)O1	-4	-1	-0.2	9	5	-3	-2.3	-11	-1	i
COc1ccc2[nH]c3c(=O)n(Cc4ccc(C(=O)N5CCCC5)cc4)c(=S)[nH]c3c2c1	9	1	-0.6	10	-4	1	1.3	-3	9	i
O=c1[nH]c(N/N=C/c2ccccc2Br)nnc1-c1ccccc1	10	15	1.0	-4	4	2	1.0	-4	2	i
COC(=O)c1ccc2nc(-c3ccc(C)cc3)c(Cc3cccc(F)c3)n2c1	8	41*	0.0	·	·	·	6.2	-10	3	·
NS(=O)(=O)c1ccc(CCNC(=O)CCS(=O)(=O)c2ccc(Br)cc2)cc1	-10	-8	-0.3	96*	87*	6	0.0	-6	75*	i
COc1ccccc1-c1csc(C(O)c2ccccc2)n1 (centres undefined)	2	26	1.1	·	-1	0	0.1	0	-1	i
CS(=O)Cc1cc(Oc2ccccc2)nc(-c2ccncc2)n1 (centres undefined)	-1	-2	-0.5	-1	-1	-1	0.9	-3	2	i
CCN(C(=O)COC(=O)c1cnc(C)cn1)c1c(N)n(Cc2ccccc2)c(=O)[nH]c1=O	2	-9	-0.3	-7	5	-1	-0.8	-8	15	i
COc1ccc(N(CC(=O)Nc2ccc3c(c2)OCCO3)S(=O)(=O)c2cccc(C)c2)cc1	-12	7	0.0	-11	1	-2	2.9	5	-1	i

Structures listed so far with two or more sulfur atoms:
SMILES	NadD inh	SKN-1 block	TbMetRS inhib	Scp1 inh	DNMT1 block	STEP inh	LMPTP block	NRP1-CendR mod	SUMO1-SIM PPI	Neddyl block
O=S(=O)(Cc1ccccc1)CS(=O)(=O)Cc1ccccc1	-1	5	-0.4	16	1	5	20	-7	4	i
NS(=O)(=O)c1ccc(CCNC(=O)CCS(=O)(=O)c2ccc(Br)cc2)cc1	-10	-8	-0.3	96*	87*	6	0.0	-6	75*	i

Additional results follow:
SMILES	NadD inh	SKN-1 block	TbMetRS inhib	Scp1 inh	DNMT1 block	STEP inh	LMPTP block	NRP1-CendR mod	SUMO1-SIM PPI	Neddyl block
Cc1nc(C(=O)NC2CCOCC2)sc1C1(C)CC(c2cccc([N+](=O)[O-])c2)=NO1 (centres undefined)	3	5	-0.2	-8	2	0	-0.4	4	-25	i
CCOC(=O)c1ccc(NC(=O)c2nc[nH]c2C(=O)N2CCN(c3ccccc3)CC2)cc1	7	-5	0.0	-6	-3	2	1.0	-7	4	·
COc1ccc(C(=O)/C=C/Nc2cc(C)on2)c(OC)c1	7	-4	1.3	-10	-1	1	0.1	-6	-10	i
CSc1sc(C(=O)NNC(=O)c2ccc(Cl)cc2)c2c1C=CCC2	11	-6	0.3	-10	-6	-1	-0.7	-11	-1	i
Cc1ccc2nc(-c3ccncc3)cc(C(=O)Nc3ccc(F)cc3C)c2c1	5	20	-0.4	0	9	-2	-0.1	-2	-4	i
Cc1c(C2(O)CCCCC2)[nH]c2cnccc12	3	3	0.4	-8	7	-2	1.6	-1	-4	·
CC(NC(=O)C(NS(=O)(=O)c1cccc2nsnc12)C(C)C)c1ccccc1 (centres undefined)	5	-18	-0.4	-13	2	-2	-1.8	-10	-31	i
Cc1c(CC(=O)O)c(=O)oc2cc(OCc3ccc(F)cc3Cl)ccc12	2	7	-0.3	-4	-1	1	-0.6	51*	0	·
Cc1ccc(C(=O)c2ccccc2C(=O)Nc2ccccc2)cc1	-5	0	-0.2	-6	4	1	-1.4	0	4	i
CCCSCCCNC(=O)CC1Oc2ccccc2NC1=O (centres undefined)	2	15	0.0	-6	4	-2	-1.8	-9	0	i
CCCc1cc(=O)oc2cc(OCc3ccc(C(=O)O)o3)ccc12	-4	2	0.3	23	10	8	-1.7	-3	2	i
COc1ccccc1/C=N\N=C(\N)c1ccccn1	-7	-12	0.3	-4	-3	-1	0.1	1	-12	i
O=C1c2cccnc2C(=O)N1c1cccc([N+](=O)[O-])c1	-1	-13	-0.3	10	0	-1	-1.8	7	-27	i
O=C(NC(=S)Nc1ccccc1[N+](=O)[O-])c1ccccc1	-7	3	-0.4	-4	0	2	1.8	0	-19	i
CC(C)CC1NC2(C(=O)N(C)c3ccccc32)C2C(=O)N(C(C)C)C(=O)C12 (centres undefined)	1	-5	-0.3	-12	-3	2	-0.9	8	0	i
Cc1ccc(C)c(C(=O)CCC(=O)N2CCN(c3cccc(C(F)(F)F)c3)CC2)c1	4	-8	-0.1	-5	-4	-1	-3.7	-4	-8	i
CC(=O)NCCOc1nc(N(C)C)nc(N2CCOCC2)n1	10	-15	-0.8	-2	4	-2	-1.1	11	-6	i
Cc1ccc(C)c(N2CCN(C3C(=O)Nc4ccccc4-n4nnnc43)CC2)c1 (centres undefined)	·	-5	-1.2	·	·	·	-0.1	0	0	i
C=CCn1c(SCc2ccccc2F)nc2cc(C(=O)O)ccc2c1=O	-5	4	-0.3	-5	0	-2	-0.1	16	9	i
C/C(=N\NC(=O)CC(C)C)c1ccc(Cl)c(Cl)c1	0	17	0.3	-6	-2	-4	0.3	-11	1	i
Cc1cc(=O)[nH]c(-c2ccccc2)n1	3	15	0.6	-9	1	2	0.3	-8	1	i
CS(=O)(=O)Cc1cc(N2CCCC2)nc(-c2ccccc2)n1	-3	-9	-0.4	-3	0	-2	-0.8	8	-4	i
CCCN(CCC)S(=O)(=O)c1cc(CN2C(=O)c3cccnc3C2=O)ccc1OC	2	11	-1.3	-1	2	-1	-0.9	4	-23	i

Compound activity: PubChem BioAssay, several laboratories
